Assay outcomes as filed in PubChem BioAssay.
GASC-1 inh – blocks human GASC-1 demethylase activity | inhibition, % at 2.35 µM | AID 2099 | 330,000 tested, 0.069% active | GST-JMJD2C(1-420) H3K9me3 demethylation, DELFIA europium | Q9H3R0;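 active = more than half of a compound's replicate wells show inhibition beyond 50%, single wells judged on their own value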;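 note: signal counts dimethyl H3K9 product captured on neutravidin plate; 0% = median of DMSO wells and 100% = 0.3 times that DMSO median; strong numbers were not always called active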
Target sequence (Q9H3R0 1-420 limits assumed): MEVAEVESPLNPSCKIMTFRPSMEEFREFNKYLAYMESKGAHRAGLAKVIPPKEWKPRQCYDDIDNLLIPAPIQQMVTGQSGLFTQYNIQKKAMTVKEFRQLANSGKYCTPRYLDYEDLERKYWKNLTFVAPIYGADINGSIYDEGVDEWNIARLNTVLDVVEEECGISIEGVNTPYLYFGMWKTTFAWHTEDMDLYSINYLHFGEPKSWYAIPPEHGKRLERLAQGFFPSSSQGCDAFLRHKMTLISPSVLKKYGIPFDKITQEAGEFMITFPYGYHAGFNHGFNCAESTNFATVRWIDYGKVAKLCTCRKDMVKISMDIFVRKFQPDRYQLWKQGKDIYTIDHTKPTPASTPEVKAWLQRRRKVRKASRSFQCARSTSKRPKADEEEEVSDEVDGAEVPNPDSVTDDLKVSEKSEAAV
Efflux pump inh – inhibitors of Candida antifungal efflux pumps expressed in yeast. S. cerevisiae Candida pump triplex, Nile Red efflux. inhibition, % at 10 µM. 330,000 tested, 0.44% active;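 active = plate passing quality check with inhibition over a set limit, or well fluorescence over plate mean plus 4 SD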;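 note: Nile Red retained in pooled yeast measured as flow cytometry median fluorescence; 0% = buffer negative control and 100% = Enniatin B positive control; higher means more Nile Red kept so more efflux inhibition; some compounds called inactive have numbers as strong as hits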
CTSL1 counter – counter-screen for PFM18AAP inhibitors: inhibitors of F. hepatica cathepsin L1. inhibition, % at 5.96 µM. recombinant F. hepatica cathepsin L1, Z-Leu-Arg-MCA fluorescence. AID 1906. 300,000 tested, 0.49% active;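 active = inhibition above the mean of all tested compounds plus 3 SD, set per screening campaign, cut at about 17% in these data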;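 note: 0% = plate median of test compound wells and 100% = 1 µM Z-Phe-Ala-diazomethylketone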
PP1 counter – PP1-alpha (human) inhibition in PP5 counter-screen; P62136; purified PP1alpha, OMFP fluorescence; inhibition, % at 6.7 µM; 320,000 tested, 0.9% active; AID 2235;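 active = inhibition above the mean inhibition of all tested compounds plus 3 SD, computed separately for each screening campaign, cut at about 15% in these data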
HCV core dimer – blocks dimerization of HCV core protein; 300,000 tested, 0.33% active; inhibition, % at 5 µM; TR-FRET GST/Flag-core106 dimerization, 1536-well;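 active = inhibition above the mean of all tested compounds plus 3 SD, set per screening campaign, cut at about 45% in these data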
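Material: GST/Flag-tagged HCV core106 proteins. Incubation: 4 h, 22.5 °C incubation. Read-out basis: inhibition (%) from 671 over 617 nm ratio. Measured by: TR-FRET, excitation 340 nm, emission 617 and 671 nm.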
procasp7 counter – activates human procaspase-7, counter-screen for procaspase-3 activators. P55210. recombinant procaspase-7, Ac-DEVD-pNA absorbance 405 nm; D23A/D198A/D206A triple mutant, cannot self-cleave; scale: DMSO 0, 5 µM enzyme 100. activation, % at 8.5 µM. 330,000 tested, 0.093% active. AID 463210;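 active = percent activation above the screen-wide mean plus 3 SD, cut at about 25% in these data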
Target sequence (P55210 whole entry D23A/D198A/D206A): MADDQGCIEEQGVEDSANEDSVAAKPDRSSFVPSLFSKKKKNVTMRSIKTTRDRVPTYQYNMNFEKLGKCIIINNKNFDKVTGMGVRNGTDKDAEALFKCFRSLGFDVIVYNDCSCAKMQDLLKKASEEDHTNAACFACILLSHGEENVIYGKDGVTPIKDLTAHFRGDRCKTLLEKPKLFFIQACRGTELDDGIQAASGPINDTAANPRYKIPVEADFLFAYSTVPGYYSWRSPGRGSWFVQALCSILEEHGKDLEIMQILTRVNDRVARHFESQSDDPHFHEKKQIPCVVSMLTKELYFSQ
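Test system: Procaspase-7 triple mutant (PC-7 D3A). Also added: Ac-DEVD-pNA substrate, 400 µM as added. Schedule: 1 h enzyme–compound preincubation and 2 h substrate reaction, both 25 °C. Signal: p-Nitroaniline absorbance at 405 nm, read at 0 and 120 min. Control set: low DMSO alone, high DMSO plus 5 µM PC-7.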
TPT1 inh – C. albicans TPT1 enzyme inhibition | AID 1962 | inhibition, % at 5 µM | recombinant caTPT1, FP RNA substrate dephosphorylation | 300,000 tested, 0.81% active;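 active = inhibition above the mean of all tested compounds plus 3 SD, set per screening campaign, cut at about 24% in these data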;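 note: plate controls were DMSO alone for no effect and ferristatin control at 100 nM for full effect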
PP5 primary – inhibitors of human protein phosphatase 5 (PP5); P53041; AID 1987; 320,000 tested, 0.18% active; inhibition, % at 6.7 µM; purified PP5c, OMFP substrate fluorescence;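 active = inhibition above the campaign's mean inhibition across all tested compounds plus 3 SD, cut at about 9.5% in these data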;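 note: 0% = DMSO only and 100% = 100 µM cantharidin control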
proCasp3 act – activators of human procaspase-3. recombinant procaspase-3 D3A, Ac-DEVD-pNA absorbance 405 nm. activation, % at 8.5 µM. 330,000 tested, 0.11% active;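 active = activation above the mean of all tested compounds plus 3 SD, cut at about 21% in these data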;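 note: 0% = DMSO alone and 100% = DMSO wells spiked with extra 5 µM PC-3 D3A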
Target sequence (P42574 whole entry D9A/D28A/D175A): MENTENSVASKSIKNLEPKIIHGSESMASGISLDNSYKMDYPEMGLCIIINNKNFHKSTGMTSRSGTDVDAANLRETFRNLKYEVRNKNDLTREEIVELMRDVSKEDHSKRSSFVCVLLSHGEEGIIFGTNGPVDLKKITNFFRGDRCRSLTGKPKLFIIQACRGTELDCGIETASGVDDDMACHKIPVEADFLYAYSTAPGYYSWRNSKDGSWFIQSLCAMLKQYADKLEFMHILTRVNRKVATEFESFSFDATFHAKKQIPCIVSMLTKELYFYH
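Assay system – Procaspase-3 D3A mutant, all three cleavage aspartates alanine · Controls – DMSO-only low control, 5 µM PC-3 D3A high control · Schedule – 1 h compound preincubation, 2 h substrate hydrolysis at 25 °C · Signal – 405 nm absorbance of p-nitroaniline, reads at 0 and 120 min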
* = called active by the depositor; · = not tested or not shown.

A first look (2 entries):
SMILES	GASC-1 inh	Efflux pump inh	CTSL1 counter	PP1 counter	HCV core dimer	procasp7 counter	TPT1 inh	PP5 primary	proCasp3 act
CSc1nc2c(cc1C#N)CCCCC2	1.0	-0.1	-0.5	-2.9	1.4	-4.6	-2.3	-0.8	3.6
O=C(COC(=O)CNC(=O)C12CC3CC(CC(C3)C1)C2)NC1CCS(=O)(=O)C1 (stereo not given)	-4.4	0.0	-20.2	-2.0	3.2	10.2	1.2	1.1	-1.0

The whole of this part, from the start:
SMILES	GASC-1 inh	Efflux pump inh	CTSL1 counter	PP1 counter	HCV core dimer	procasp7 counter	TPT1 inh	PP5 primary	proCasp3 act
CSc1nc2c(cc1C#N)CCCCC2	1.0	-0.1	-0.5	-2.9	1.4	-4.6	-2.3	-0.8	3.6
O=C(COC(=O)CNC(=O)C12CC3CC(CC(C3)C1)C2)NC1CCS(=O)(=O)C1 (stereo not given)	-4.4	0.0	-20.2	-2.0	3.2	10.2	1.2	1.1	-1.0
O=C(c1cccs1)N1CCN(CCCc2ccccc2)CC1	0.8	0.1	-0.3	4.1	3.7	-3.9	-0.3	3.7	2.5
Nc1nnc(SC2CCCC2)s1	2.9	-0.1	1.7	0.7	-7.6	10.2	-3.2	-0.6	-7.9
O=Cc1c(Nc2ccccc2Cl)nc2ccccn2c1=O	3.6	0.1	-2.6	-1.1	9.7	-7.8	-5.0	-0.1	6.1
Cc1ccc(NC(=O)COC(=O)c2ccc([N+](=O)[O-])o2)cc1S(=O)(=O)N1CCCCCC1	-7.5	0.8	-7.4	0.8	-3.1	-3.2	-0.3	4.6	-4.6
CCCN1CCc2c(sc(NC(=O)CCS(=O)(=O)c3ccccc3)c2C(N)=O)C1	-24.8	0.1	-0.5	-2.9	8.9	6.2	0.4	-0.7	3.2
COc1ccc(CNS(=O)(=O)c2ccccc2Br)cc1	17.5	0.1	0.5	-1.6	-5.3	3.9	-2.2	-0.4	9.6
O=C(c1cccc([N+](=O)[O-])c1)N1CCN(Cc2ccc3c(c2)OCO3)CC1	0.1	-0.2	-3.4	-2.2	3.3	5.3	-3.0	1.5	-0.7
CC12CC3CC(C)(C1)CC(C(O)CN1CCOCC1)(C3)C2 (stereo not given)	4.1	-0.1	-0.5	2.7	0.2	5.8	-2.4	1.6	2.9
CC[C@@]12C(=O)N(c3ccccc3)C(=O)N1[C@H](c1cccc(C)c1)[C@@H]1C(=O)N(Cc3ccccc3)C(=O)[C@@H]12	-0.3	-0.2	0.2	-1.8	0.7	-13.7	-1.0	3.0	-10.1
O=C(CSc1nnc2ccccn12)Nc1cccc(-c2nc3ccccc3s2)c1	-1.5	-0.2	0.7	2.0	-17.1	3.7	-4.3	-0.4	-1.0
COc1ccc(/C=C/C(=O)OCC(=O)c2c(C)[nH]c3ccccc23)cc1OC	6.9	0.0	-10.2	0.8	6.8	7.5	-3.3	1.9	0.5
COc1ccccc1-n1nnnc1SCC(=O)Nc1ccccn1	1.6	-0.1	-3.9	-1.8	-6.2	1.8	0.2	1.4	-5.0
COC(=O)c1ccc(C)c(NC(=O)CCCN2C(=O)NC(C)(C)C2=O)c1	-24.1	-0.1	·	-0.7	·	9.6	·	-1.6	6.7
COc1ccc(NC(=O)CNCc2ccc(Cl)cc2)cc1S(=O)(=O)N1CCOCC1	-2.0	-0.1	·	·	·	7.0	·	·	7.7
CCOc1ccccc1/C=N/NC(=O)c1cc(C(C)C)[nH]n1	-9.4	-0.2	-1.7	-3.4	9.4	0.2	1.9	-0.7	12.7
CCOc1ccc(CNS(=O)(=O)c2cccs2)cc1OCC	-3.7	0.1	2.1	0.7	-4.2	3.0	-1.3	1.4	6.2
COc1ccc(Cl)cc1C(=O)NNC(=O)c1ccncc1	-29.5	-0.2	0.7	1.4	-2.5	6.0	-2.6	-2.3	2.3
Cc1sc2ncn3ncnc3c2c1C	12.5	0.1	1.9	-2.0	-7.3	10.9	2.3	-0.3	-0.8

5 compounds from above, sorted by length of the SMILES, low to high.
SMILES	GASC-1 inh	Efflux pump inh	CTSL1 counter	PP1 counter	HCV core dimer	procasp7 counter	TPT1 inh	PP5 primary	proCasp3 act
COc1ccc(Cl)cc1C(=O)NNC(=O)c1ccncc1	-29.5	-0.2	0.7	1.4	-2.5	6.0	-2.6	-2.3	2.3
CCOc1ccccc1/C=N/NC(=O)c1cc(C(C)C)[nH]n1	-9.4	-0.2	-1.7	-3.4	9.4	0.2	1.9	-0.7	12.7
O=C(CSc1nnc2ccccn12)Nc1cccc(-c2nc3ccccc3s2)c1	-1.5	-0.2	0.7	2.0	-17.1	3.7	-4.3	-0.4	-1.0
COc1ccc(/C=C/C(=O)OCC(=O)c2c(C)[nH]c3ccccc23)cc1OC	6.9	0.0	-10.2	0.8	6.8	7.5	-3.3	1.9	0.5
CC[C@@]12C(=O)N(c3ccccc3)C(=O)N1[C@H](c1cccc(C)c1)[C@@H]1C(=O)N(Cc3ccccc3)C(=O)[C@@H]12	-0.3	-0.2	0.2	-1.8	0.7	-13.7	-1.0	3.0	-10.1

Additional compounds
SMILES	GASC-1 inh	Efflux pump inh	CTSL1 counter	PP1 counter	HCV core dimer	procasp7 counter	TPT1 inh	PP5 primary	proCasp3 act
S=C(NCc1ccco1)Nc1ccccn1	-0.1	0.1	-5.9	3.1	0.7	-8.5	0.2	-0.5	-12.7
O=C(O)c1ccc(CN2C(=O)CSC2=S)cc1	-1.4	-0.1	7.6	-5.5	0.5	-17.7	2.7	1.7	-7.7
c1ccc(C2CCC(N3CCNCC3)CC2)cc1 (stereo not given)	-33.5	0.1	-5.8	-0.8	-4.7	1.9	-3.3	2.3	3.5
O=S(=O)(c1ccc(F)cc1)N1CCN(S(=O)(=O)c2cc(F)ccc2F)CC1	9.6	-0.1	0.0	-0.5	7.7	10.5	0.0	-3.5	1.4
CCOCCCNC(=O)C(NC(=O)CNC(C)=O)c1ccc(Cl)cc1 (stereo not given)	-2.5	0.2	3.7	1.5	-4.5	-5.2	1.8	2.8	-14.7
CC(C)CC(=O)c1c[nH]c(C(=O)NCc2cccs2)c1	-24.4	-0.1	-0.1	-4.4	0.1	10.6	-0.6	-0.5	6.1
COc1ccccc1C(=O)NNC(=O)C(=O)Nc1ccc(C)cc1	-1.9	-0.2	2.9	0.8	-16.4	9.4	-0.4	3.0	0.9
O=C(N/N=C/c1ccncc1)c1nn(Cc2ccccc2)c(=O)c2ccccc12	11.3	0.1	6.0	-0.3	-1.0	-2.8	-4.5	-1.8	-0.2
O=C(COC(=O)Cc1ccsc1)Nc1ccc(Cl)cc1F	6.1	0.1	·	·	·	9.0	·	·	4.5
COc1c2ccc(C(=O)NCCCCc3ccccc3)cc2nn1C	6.9	-0.1	3.7	1.2	0.9	-0.9	-0.4	2.8	-1.7
CCOc1ccc2nc(NC(=O)C3=NN(c4ccccc4)C(=O)CC3)sc2c1	-7.6	0.1	0.0	4.4	4.9	-6.6	1.5	2.2	-9.8
Cc1onc(-c2ccccc2)c1C(=O)NCc1cccs1	·	0.1	0.9	-4.8	2.6	5.9	-1.5	-0.7	6.1
CCOC(=O)NC(Nc1ccc(S(N)(=O)=O)cc1)(C(=O)OCC)C(F)(F)F (stereo not given)	-7.4	0.1	-0.2	3.6	-1.0	-0.5	-3.6	1.0	10.9
O=C(c1ccc(Cl)nc1)N1CCN(S(=O)(=O)c2ccc(Cl)cc2)CC1	-3.8	0.1	-6.8	-2.3	-0.6	8.1	2.1	-2.1	-0.4
O=C(CCC(=O)N(CC(=O)NC1CCCCC1)c1ccc(F)cc1)Nc1ccccn1	10.8	0.2	-0.9	-3.0	6.7	3.8	-0.7	2.2	0.0
Cc1ccc(OC(=O)COc2ccccc2C)cc1	2.8	0.0	-16.8	-1.4	1.5	12.0	0.7	-0.3	-4.7
Cc1cc(=O)[nH]c(SCc2nnnn2-c2ccc(Cl)cc2)n1	11.0	-0.1	-1.1	-1.8	-6.4	-9.2	-4.4	1.4	6.2
Cc1ccc(-c2cc(Cc3ccc(N(C)C)cc3)c(=O)[nH]n2)cc1	3.3	0.2	-0.2	-3.2	6.8	-1.8	-3.9	2.7	1.5
COc1ccc(C(=O)Oc2cc(C)c(CN3CCOCC3)cc2C)cc1OC	0.8	0.0	-2.8	-3.4	0.3	3.5	9.1	2.5	5.6
Cc1ccccc1OCC(=O)Nc1ccc(NC(=O)c2ccco2)cc1	-1.6	0.1	-5.2	-4.9	-6.5	0.5	5.1	5.7	1.1
Nc1c(N)c2ccccc2oc1=O	-0.7	0.0	3.2	-1.7	-2.4	9.5	-1.3	-0.6	2.1
N#Cc1nc(COc2ccccc2Cl)oc1NCc1ccco1	28.0	0.1	11.1	-4.5	1.4	4.5	11.4	5.9	5.3
Cc1cc(C)c2c(CN3CCOCC3)cc(=O)oc2c1	-2.0	-0.1	1.2	-2.3	-4.6	6.1	-2.1	0.6	7.6
O=C(CCSc1ccccc1)Nc1ccccc1Br	6.3	0.3	-4.6	2.1	-1.1	-2.3	0.3	3.0	0.0
COc1ccc(-c2n[nH]c3c2CN(C(=O)c2ccc(OC)c(OC)c2)CC3)cc1	-0.9	-0.1	34.0*	0.7	-6.6	10.8	-2.0	1.9	5.7
Cc1ccc(NS(=O)(=O)c2ccc(C(=O)N3CCOCC3)cc2)cc1	-8.5	0.0	-6.5	-2.6	-7.3	1.0	-1.2	-0.3	6.1
CN(CC(=O)NCc1ccco1)CC(=O)Nc1ccc(F)c(F)c1F	11.3	0.1	·	·	·	-0.5	·	·	6.8
Cc1ccc(-c2nc(CN3CCCCC3c3cccc(F)c3)c(C)o2)o1 (stereo not given)	-1.7	-0.1	7.8	2.4	23.9	-14.6	33.1*	-1.6	-3.8
Cc1cc2oc(C(=O)Nc3c(C)n(C)n(-c4ccccc4)c3=O)c(C)c2cc1Cl	10.8	0.4	-0.1	1.7	1.1	-3.6	2.8	0.2	1.4
COc1cc(/C=N\Nc2cc(=O)n(C)c(=O)n2C)ccc1O	-11.2	0.0	2.1	0.9	-12.4	4.4	0.2	1.8	-1.5
O=C1CC(=O)Nc2cc(S(=O)(=O)N3CCN(c4ccc([N+](=O)[O-])cc4)CC3)ccc2N1	-5.6	-0.2	1.9	1.3	12.5	-9.3	0.4	2.8	1.7
COc1ccc(OC)c(NC(=O)CSc2nnc(CNc3ccc(F)cc3)o2)c1	-17.9	-0.1	1.9	-0.8	4.8	-1.4	-3.8	3.4	0.2
CN(Cc1c(C(=O)N/N=C/c2cc(F)ccc2F)nnn1-c1nonc1N)C1CCCCC1	-0.6	0.1	-3.5	2.5	-4.1	-0.1	1.6	1.3	7.5
CCOC(=O)c1ccc2c(c1)sc(=NC(=O)c1ccco1)n2CCOC	-3.9	-0.2	6.0	1.2	0.2	21.1	1.5	-1.4	-3.2
O=C(NCc1ccco1)c1ccc(Cl)c(S(=O)(=O)N2CCOCC2)c1	-18.9	0.0	-0.6	-0.2	-4.7	-0.8	-3.6	-1.6	-4.2
O=C(CN1C(=O)NC2(CCCC2)C1=O)NNC(=O)c1ccccc1F	9.0	-0.1	·	-2.5	·	0.1	·	-1.4	1.7
